Assay outcomes deposited in PubChem BioAssay by Sanford-Burnham Center for Chemical Genomics.
VHR inh color = inhibitors of human VHR1 phosphatase (DUSP3); P51452; 50,000 tested, 0.7% active; inhibition, % at 20 µM; recombinant VHR phosphatase, colorimetric substrate read-out; in the data active = inhibition above about 60%; note: some results filed as inactive read as strong as hits
Target sequence (P51452 whole entry, looked up): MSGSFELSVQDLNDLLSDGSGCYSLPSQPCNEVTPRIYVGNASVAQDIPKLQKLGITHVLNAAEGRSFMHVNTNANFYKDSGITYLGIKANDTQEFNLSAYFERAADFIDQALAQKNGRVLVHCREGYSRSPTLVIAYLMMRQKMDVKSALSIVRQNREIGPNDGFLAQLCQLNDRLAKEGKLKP
Starred values were filed as active, the others as inactive. Not all compounds are listed (hit frequency here may not be typical).

mol,VHR inh color
O=C(NC12CC3CC(CC(C3)C1)C2)c1ccc(S(=O)(=O)N2CCOCC2)cc1,-16.9
CC(C)CCn1c(=O)[nH]c2ccccc21,-15.3
COc1ccc(CN2CCN(Cc3ccccc3Cl)CC2)cc1Br,6.7
COc1ccccc1C(=O)N1CCN(Cc2ccc3ccccc3c2)CC1,10.4
Cc1c(NC(=O)c2nn3c(c2Cl)NC(c2cccs2)CC3C(F)(F)F)c(=O)n(-c2ccccc2)n1C (centres undefined),2.6
Cc1nc(=O)c(-c2ccccc2)c(C)n1CCO,-22.9
COc1cccc(N2C(=O)C(=O)/C(=C(\O)c3ccccc3)C2c2ccccc2OC)c1 (centres undefined),-17.7
NC(=O)c1ccccc1N=Cc1cc([N+](=O)[O-])ccc1Cl,-22.6
O=C(C1CCCO1)N1CCN(C(c2ccccc2)c2ccccc2)CC1 (centres undefined),-19.9
O=C1c2ccc(Oc3ccc4c(c3)C(=O)N(CCCO)C4=O)cc2C(=O)N1CCCO,-5.4
O=C(Nc1ccc(S(=O)(=O)N2CCc3ccccc32)cc1)c1ccc(Cl)cc1,-19.5
O=C(Nc1ccccc1C(=O)N1CCOCC1)c1ccccc1F,-20.6
CCC1CCCCN1CC(O)COCCC12CC3CC(CC(C3)C1)C2 (centres undefined),-1.9
CCOc1ccc(C(=O)Nc2ccc(-c3cc4ccccc4oc3=O)c(C)c2)cc1Cl,-1.8
Cc1cc2c(cc1C)NC(c1ccc(Cl)c(F)c1)C1=C(CC(C)(C)CC1=O)N2 (centres undefined),-3.5

Grouped by structure, the entries above containing a Cl atom
mol,VHR inh color
COc1ccc(CN2CCN(Cc3ccccc3Cl)CC2)cc1Br,6.7
Cc1c(NC(=O)c2nn3c(c2Cl)NC(c2cccs2)CC3C(F)(F)F)c(=O)n(-c2ccccc2)n1C (centres undefined),2.6
NC(=O)c1ccccc1N=Cc1cc([N+](=O)[O-])ccc1Cl,-22.6
O=C(Nc1ccc(S(=O)(=O)N2CCc3ccccc32)cc1)c1ccc(Cl)cc1,-19.5
CCOc1ccc(C(=O)Nc2ccc(-c3cc4ccccc4oc3=O)c(C)c2)cc1Cl,-1.8
Cc1cc2c(cc1C)NC(c1ccc(Cl)c(F)c1)C1=C(CC(C)(C)CC1=O)N2 (centres undefined),-3.5

Next part:
mol,VHR inh color
O=C(c1ccc(Cl)cc1)N1CCN(c2ccc([N+](=O)[O-])c(Sc3cccc4cccnc34)c2)CC1,-6.5
O=C1C=C(c2cccc([N+](=O)[O-])c2)C(=O)N1c1ccc(Cl)cc1,-19.1
CCOC(=O)c1c(NC(=O)/C=C/c2ccc(OC)cc2)sc(C)c1C,-20.8
CCOc1cc(/C=N/NC(=O)c2cccs2)ccc1OCc1ccc([N+](=O)[O-])cc1,-23.8
O=C1C2C3C=CC(C2C(=O)N1Cc1ccc(F)cc1)C1C(=O)N(Cc2ccc(F)cc2)C(=O)C31 (centres undefined),3.5
COc1ccc(NC(=O)COc2ccccc2C(C)C)c(OC)c1,-2.7
OCCc1ccc(-c2ccc(Cl)cc2)o1,-7.9
O=C1C2C3C=CC(C3)C2C(=O)N1c1ccc(Cl)cc1[N+](=O)[O-] (centres undefined),-5.5
COc1ccc(OCC(=O)NS(=O)(=O)c2ccccc2)cc1,-39.6
Cc1occc1-c1nc(-c2cccnc2)no1,-17.5
C(/C=C/c1ccccc1)=NN1CCN(Cc2ccccc2)CC1,10.1
COc1cc(C2CC(=O)NC(SCC(N)=O)=C2C#N)cc(Br)c1O (centres undefined),8.8
COc1cccc(-c2csc(/C(C#N)=C/c3ccc(C)o3)n2)c1,28.5
O=C(Nc1ccc(Cl)c(F)c1)c1cnn2c1NC(c1ccc(Br)cc1)CC2C(F)(F)F (centres undefined),-10.3
Nc1nc(-c2ccc(C3CCCCC3)cc2)cs1,6.6
C/C(=N\NC(=O)c1ccc2c(c1)OCO2)c1ccc(NC(=O)CCCC(=O)O)cc1,-11.8
CCOC(=O)/C(=N/O)C1=NC(C)(C)Cc2cc(C)c(C)cc21,-17.7
O=C(NC(=S)Nc1sc2c(c1C(=O)O)CCC2)c1ccccc1,4.0
COc1ccccc1C/C(N)=N/OC(=O)/C=C/c1ccccc1,1.5
CC(=O)C1=C(O)C(=O)N(CCN(C)C)C1c1ccc(O)cc1 (centres undefined),-11.7
CS/C(N)=N\N=C\c1cc([N+](=O)[O-])ccc1O,-16.3
O=C(CC1SC(=O)NC1=O)Nc1cccc(O)c1 (centres undefined),4.2
CC(=O)Oc1cccc(N2C(=O)c3ccc(-c4nc5ccccc5c(=O)o4)cc3C2=O)c1,-4.5
Oc1ccc(Br)cc1CN1CCN(CC2CC3C=CC2C3)CC1 (centres undefined),-3.0
O=C(Cc1ccccc1)N1CCN(C2CCCC2)CC1,-2.6
COc1ccc(OC)c(NC(=S)Nc2ccc(F)cc2)c1,-6.2
CC(C)(C)c1cc2c(c(C(C)(C)C)c1)OC(c1ccco1)N2 (centres undefined),-8.5
O=C(CC1CCCCC1)NC1CCCCC1,56.8
O=C(COc1ccc([N+](=O)[O-])cc1)Nc1cc(Cl)cc(Cl)c1,-10.6
O=[N+]([O-])c1ccc(C=Nc2ccc(Br)cn2)o1,-27.8
O=C1C(=O)N(Cc2ccc(Cl)c(Cl)c2)c2ccccc21,4.3
CCc1cccc(C)c1NC(=O)C(CC(C)C)N1C(=O)c2ccccc2C1=O (centres undefined),-4.7
CC1C(=O)CC(c2ccc(Cl)cc2)NC1c1ccc(Cl)cc1 (centres undefined),7.3
CC(C)(C)NCC(=O)Nc1ccc(S(N)(=O)=O)cc1,0.7
c1ccc2c(c1)N1CCN=C1N2CCN1CCOCC1,-0.8
Cc1ccc(N2C(=O)CC(Cc3ccc(Cl)cc3)C2=O)cc1C (centres undefined),-2.7
Cc1cccc(-n2c(O)c(C3=c4ccccc4=NC3=O)sc2=O)c1,-15.1
Cc1ccc(-c2cc(C(F)(F)F)n3nc(C(=O)NCc4cccs4)cc3n2)cc1,-26.3
COC(=O)CN(c1ccc(Cl)cc1Cl)S(=O)(=O)c1ccccc1,-6.9
CC(C)(C)C1(C)OC(O)(C(Cl)Cl)CC1=O (centres undefined),4.5
COc1ccc(C2C(C#N)=C(N)Oc3[nH]c(=O)[nH]c(=O)c32)c(OC)c1 (centres undefined),-1.5
Cc1c(C(=O)Nc2ccc(OC(F)(F)F)cc2)cccc1[N+](=O)[O-],-6.6
COc1cc(C(=O)N/C(=C/c2ccc(Br)cc2)C(=O)NC(C(=O)O)C(C)C)cc(OC)c1OC (centres undefined),-6.9
O=C(Nc1cccc(-c2nc3cc(Cl)ccc3o2)c1)c1ccc2c(c1)OCCO2,14.0
COc1ccccc1/C=N/N=C1/NC(=O)C(CC(=O)Nc2cccc(C)c2C)S1 (centres undefined),-10.6
O=C(/C=C/c1ccco1)NCc1ccc(Cl)cc1,-30.6
Cc1c(C(=O)Nc2cccc(C(F)(F)F)c2)cccc1[N+](=O)[O-],-23.2
Cc1cccc(-c2nc3cc(NC(=O)COc4ccc([N+](=O)[O-])cc4)ccc3o2)c1,8.3
COc1ccccc1CNC(=O)C(=O)Nc1cc(C)ccc1C,-27.0
O=C(COc1ccccc1)N1CCN(C(=O)c2ccc(F)cc2)CC1,-2.2
CCOC(=O)C1=C(C)NC2=C(C(=O)c3ccccc32)C1c1ccccc1[N+](=O)[O-] (centres undefined),11.8
COc1ccc(C(=O)N2CCN(Cc3ccc(C)cc3)CC2)cc1OC,21.0
Cn1ccnc1SCC(=O)N1c2ccccc2-c2c(ssc2=S)C1(C)C,37.0
COc1ccc(N=C2NC(=O)/C(=C/c3ccc(N(C)C)cc3)S2)cc1,-6.3
O=S(=O)(/N=C(/Nc1ccccc1)c1ccccc1)c1ccccc1,-6.9
O=C(Nc1ccc(F)c([N+](=O)[O-])c1)c1ccc2c(c1)OCCO2,-15.3
CC(C)CC(=O)N1CCN(C(=O)c2ccc(-c3ccccc3)cc2)CC1,-7.0
COc1ccc(N(CC(=O)Nc2ccccc2F)S(=O)(=O)c2ccccc2[N+](=O)[O-])c(OC)c1,-1.3
O=C1Nc2c(S(=O)(=O)Nc3ccc(Cl)cc3)cc(S(=O)(=O)Nc3ccc(Cl)cc3)c3cccc1c23,-0.4
CCOc1ccccc1C=Nc1ccc(O)cc1,1.8

(more compounds)
mol,VHR inh color
CCn1c(/C=N/n2cnnc2)nc2ccccc21,-3.3
CCOC(=O)C1=C(C)NC(=O)CC1c1cc2c(cc1Br)OCO2 (centres undefined),-30.4
CC(C)c1cc(NS(=O)(=O)c2ccccc2[N+](=O)[O-])cc(C(C)C)c1O,-51.9
COc1ccc(/C(O)=C2/C(=O)C(=O)N(CCCCCC(=O)O)C2c2ccc3c(c2)OCO3)cc1 (centres undefined),40.3
Cc1ccc(NC(=O)C(C)Oc2ccccc2)c([N+](=O)[O-])c1 (centres undefined),-32.0
O=C(Nc1ccccc1)c1ccccc1OCC(O)CN1C(=O)c2ccccc2S1(=O)=O (centres undefined),-7.0
c1ccc(COc2cccc(OCc3ccccc3)c2)cc1,-23.1
CC(NC(=O)c1cnn(-c2ccccc2)c1NC(=O)c1ccccc1)c1ccccc1 (centres undefined),-16.5
CCOc1c(/C=C2\Sc3ccccc3C2=O)cccc1OC,-16.6
CC(C)c1ccc(CNC(=O)CSCC(=O)Nc2ccccc2)cc1,7.7
CCOc1ccccc1NC(=O)c1c(Cl)cccc1Cl,-1.5
O=C1NC(=S)N/C1=C/c1ccc(-c2cc(C(=O)O)ccc2Cl)o1,-4.9
COC(=O)Nc1ccc(S(=O)(=O)N2CCN(c3ccccc3OC)CC2)cc1,-59.1
O=C1Nc2ccccc2NC1C1OC(c2ccccc2)=CC1=O (centres undefined),-2.3
COc1ccc(C2CC(C(F)(F)F)n3nc(C(=O)N4CCCC4)c(Cl)c3N2)cc1OC (centres undefined),-27.7
COc1ccc(NC(=O)CN(c2ccccc2)S(=O)(=O)c2ccccc2[N+](=O)[O-])cc1OC,-4.6
CCOc1ccccc1NC(=O)c1ccc(N(C)C)cc1,-36.2
COc1cc2nc(-c3ccc(OC(C)=O)cc3)oc(=O)c2cc1OC,2.3
Cc1cc(C2(c3cc(C)c(NC(=O)CN4CCCCC4)c(C)c3)CCCCC2)cc(C)c1NC(=O)CN1CCCCC1,-34.9
O=c1c2ccccc2nc(-c2ccc([N+](=O)[O-])cc2)n1-c1ccccc1,-0.2
COc1ccccc1OCCCOc1ccc(Cl)c(C)c1,-6.3
COc1cc2ccccc2cc1C(=O)Nc1ccc2c(c1)C(=O)N(C)C2=O,-13.7
Cc1cc(OCC(=O)Nc2ccc(N3CCOCC3)c(Cl)c2)cc(C)c1Cl,-5.4
CC(C)(C)C(=O)NC(=S)N1CCOCC1,-18.5
O=C(NCc1ccncc1)C(=O)NCc1ccccn1,-3.5
COc1ccc(C(=O)NCc2ccccc2)cc1Br,8.1
O=C1CC(C2CCCO2)C(=O)N1c1cccc(Cl)c1 (centres undefined),16.8
CS(=O)(=O)NCCNc1ccc([N+](=O)[O-])cc1,-14.3
Cc1ccc(Cl)cc1N(Cc1ccc(C(=O)Nc2cccnc2)cc1)S(=O)(=O)c1ccccc1,16.7
CCCCCCCCc1nnc(NC(C)=O)s1,-2.8

Individual results from above:
COc1cc2ccccc2cc1C(=O)Nc1ccc2c(c1)C(=O)N(C)C2=O | VHR inh color: -13.7
CCCCCCCCc1nnc(NC(C)=O)s1 | VHR inh color: -2.8

The results go on:
mol,VHR inh color
COc1ccccc1/C=C/C(=O)c1c(-c2ccccc2)c2cc(Br)ccc2[nH]c1=O,-5.8
COc1nccnc1NS(=O)(=O)c1ccc(N)cc1,-0.9
COc1ccccc1Cc1noc(-c2ccc(C)cc2)n1,0.5
c1csc(CNc2ccc(N3CCOCC3)cc2)c1,0.6
COc1ccc(C2CC(=O)C3=C(C2)Nc2ccccc2NC3c2ccccc2Cl)cc1 (centres undefined),2.1
O=C1c2ccccc2C(=O)c2c1cc(Cl)cc2N1CCCCC1,-7.3
Cc1ccc(OCCCN2CCCC2)c(C(C)(C)C)c1,-14.3
COc1ccc(N(CC(=O)NC(C)c2ccccc2)S(=O)(=O)c2ccccc2)cc1 (centres undefined),0.1
COc1cccc(CN2CCN(C(=O)Cc3ccccc3)CC2)c1OC,-26.0
COc1cccc(N2C(=O)C(=O)/C(=C(\O)c3ccccc3)C2c2ccccc2)c1 (centres undefined),-21.3
CC(=O)Oc1ccc(/C=c2/sc3nc4c(C)c(C)ccc4n3c2=O)cc1,-7.4
CC1=C(C(N)=O)C(C2CCCCC2)C(C#N)=C(N)O1 (centres undefined),-1.7
C=CCN1C(=O)/C(=C\C(C)=C\c2ccccc2)SC1=S,-97.4
CCOc1ccccc1C(=O)Nc1nc(-c2ccc(Cl)cc2)cs1,-88.2
NC(=O)c1c(NC(=O)COc2ccc(Cl)cc2Cl)sc2c1CCCCCC2,-35.5

Part of the list above, reformatted:
c1csc(CNc2ccc(N3CCOCC3)cc2)c1
  VHR inh color: 0.6
COc1ccc(C2CC(=O)C3=C(C2)Nc2ccccc2NC3c2ccccc2Cl)cc1 (centres undefined)
  VHR inh color: 2.1
O=C1c2ccccc2C(=O)c2c1cc(Cl)cc2N1CCCCC1
  VHR inh color: -7.3

The listing continues:
mol,VHR inh color
CCOC(=O)C(CCc1nnc(N)s1)C(=O)OCC,-21.4
CN1CCN(Cn2c(O)c(N=NC(=O)CO/N=C/c3ccccc3Cl)c3ccccc32)CC1,-8.1
Cc1ccc(-c2nc3s/c(=C\c4cn(-c5ccccc5)nc4-c4ccccc4)c(=O)n3n2)cc1,-20.8
O=C(CC(Nc1cccc([N+](=O)[O-])c1)c1ccc(Cl)cc1)c1ccccc1 (centres undefined),12.8
COC(=O)C1=C(C)NC2=C(C(=O)c3ccccc32)C1c1cc2c(cc1Br)OCO2 (centres undefined),-9.9
COc1ccc(C(=O)Nc2ccc(I)cc2Cl)cc1,-2.1
